# Assay outcomes deposited in PubChem by several laboratories.
# Calpain2 inh – calpain II (pig) inhibition | purified calpain II, fluorogenic peptide substrate, 30 min | inhibition, % at 16 µM | 220,000 tested, 0.37% active | AID 1236;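 active = inhibition above about 50%, limit read from the data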
# Ba/F3 V617F tox – lowers viability of Ba/F3 cells expressing EpoR and JAK2V617F. ATP luminescence. inhibition, % at 5.6 µM. 220,000 tested, 1.1% active. AID 1446;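 active = inhibition above the campaign mean plus 3 SD over all tested compounds, cut at about 24% in these data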;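 note: cytokine-independent growth of Ba/F3 cells driven by EpoR plus mutant JAK2; 0% = DMSO-treated cells and 100% = JAK inhibitor I control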
# S1P4 agonist – human S1P4 receptor agonism; S1P4-expressing cell line, agonist reporter assay; activation, % at 4.98 µM; 220,000 tested, 0.35% active; AID 1509; in the data active = activation above about 11%;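 note: 0% = DMSO vehicle and 100% = reference agonist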
# Target sequence (O95977 whole entry, looked up): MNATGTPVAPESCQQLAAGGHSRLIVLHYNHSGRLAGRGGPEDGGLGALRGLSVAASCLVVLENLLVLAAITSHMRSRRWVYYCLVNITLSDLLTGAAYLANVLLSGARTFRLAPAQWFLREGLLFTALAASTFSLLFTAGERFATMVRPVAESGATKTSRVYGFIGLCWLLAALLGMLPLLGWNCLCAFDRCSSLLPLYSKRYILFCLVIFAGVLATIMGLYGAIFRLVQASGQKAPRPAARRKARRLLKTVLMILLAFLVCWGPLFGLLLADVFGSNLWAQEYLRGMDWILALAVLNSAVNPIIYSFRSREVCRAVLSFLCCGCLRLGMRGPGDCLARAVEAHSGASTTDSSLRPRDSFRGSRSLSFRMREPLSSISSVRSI
# BaF3 tox – reduces parental Ba/F3 cell viability, JAK2V617F counter-screen. CellTiter-Glo ATP luminescence. inhibition, % at 5.6 µM. 220,000 tested, 1.1% active. AID 1486;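 active = inhibition above a per-campaign cutoff, the mean inhibition of all tested compounds plus 3 SD, cut at about 27% in these data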;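 note: 0% = DMSO wells and 100% = JAK Inhibitor I control wells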
# TRPML3 agonist – agonists of human TRPML3 channel. 220,000 tested, 0.29% active. activation, % at 3 µM. HEK293 TRPML3-YFP, Fluo-8 calcium fluorescence; 100% = the carbachol control signal. Q8TDD5;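 active = activation above its plate's cutoff, the mean activation of the plate's test wells plus 3 SD, cut at about 12% in these data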;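 note: 0% = DMSO only wells and 100% = carbachol wells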
# Target sequence (Q8TDD5 whole entry, looked up): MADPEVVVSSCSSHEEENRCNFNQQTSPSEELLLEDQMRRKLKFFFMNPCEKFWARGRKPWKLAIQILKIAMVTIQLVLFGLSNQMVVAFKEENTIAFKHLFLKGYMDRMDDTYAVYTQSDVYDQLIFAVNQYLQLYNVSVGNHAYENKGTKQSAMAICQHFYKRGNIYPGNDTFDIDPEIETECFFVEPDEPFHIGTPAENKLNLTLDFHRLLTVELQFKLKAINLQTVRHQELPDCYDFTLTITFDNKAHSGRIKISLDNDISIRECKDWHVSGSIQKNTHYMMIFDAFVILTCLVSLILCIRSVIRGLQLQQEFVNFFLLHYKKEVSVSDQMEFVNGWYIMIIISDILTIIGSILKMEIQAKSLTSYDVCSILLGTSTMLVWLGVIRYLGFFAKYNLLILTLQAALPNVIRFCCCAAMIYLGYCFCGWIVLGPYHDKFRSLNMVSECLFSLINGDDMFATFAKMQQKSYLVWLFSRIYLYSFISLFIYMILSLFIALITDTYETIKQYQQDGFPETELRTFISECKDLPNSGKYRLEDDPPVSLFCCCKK
#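 Test system – HEK293 line with stable expression of human TRPML3-YFP channel · Control set – carbachol 87 µM final as high control (100%), DMSO as low control (0%) · Signal – Fluo-8 calcium dye fluorescence, ex 470-495, em 515-575 nm · Incubation – 1-h 37 °C dye load, 5-s basal, 120-s post-compound reads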
# EP2 mod – modulators of human EP2 prostaglandin E2 receptor. induction, % at 25 µM. EP2-expressing cells, cAMP HTRF FRET, PGE2 co-stimulation. 260,000 tested, 0.83% active. AID 940. P43116;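 active = compounds whose cAMP rise, as percent of the full-agonist control response, exceeds 60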;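 note: rat C6 glioma line stably carrying human EP2 under a CMV promoter; the protocol text gives 20 µM as final concentration; 100% = response of wells given 1 µM PGE2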
# S1P4 antag – human S1P4 receptor antagonism; O95977; S1P4-expressing cells, antagonist mode, reporter read-out; inhibition, % at 4.98 µM; 220,000 tested, 0.26% active; in the data active = inhibition above about 29%;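 note: 0% = wells stimulated with agonist and 100% = vehicle wells without agonist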
# PERK inhibitor – blocks human PERK kinase. 220,000 tested, 0.17% active. CHO PERK-DD fusion, SEAP luminescence translation reporter. inhibition, % at 5.6 µM;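 active = inhibition above the mean inhibition of all tested compounds plus 3 SD, set separately per screening campaign, cut at about 2.9% in these data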;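 note: PERK kinase domain activated by AP20187 dimerizer at 100 nM; 0% = DMSO with dimerizer and 100% = rapamycin at 8.4 µM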
# zfTRPN1 agonist – zebrafish TRPN1 (NompC) channel agonism; 220,000 tested, 0.18% active; activation, % at 3 µM; HEK293 zebrafish TRPN1-YFP, Fluo-8 calcium fluorescence; 100% = response to 87 µM carbachol;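 active = activation above its plate's cutoff, the mean activation of test wells on that plate plus 3 SD, cut at about 19% in these data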;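 note: 0% = DMSO alone and 100% = 87 µM carbachol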
#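 System: zebrafish TRPN1-YFP in HEK293 cells / Dosing: 3 µM single point / Timing: dye loading 1 h at 37 °C, then 30 min room temperature / Signal: Fluo-8 calcium fluorescence, excitation 470-495 nm, emission 515-575 nm / Read-out basis: percent activation from peak over basal fluorescence ratio, control-normalized / Control set: high carbachol 87 µM, low DMSO alone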
# Numbers without * were called inactive; x = not tested or not shown; & = joins results of further samples; ! = a repeat was not active. Random draw from the library; overall some 3.6% were active at least once.
SMILES,Calpain2 inh,Ba/F3 V617F tox,S1P4 agonist,BaF3 tox,TRPML3 agonist,EP2 mod,S1P4 antag,PERK inhibitor,zfTRPN1 agonist
Cc1ccc(NC(=O)CCC(=O)NNC(=O)C(C)(C)C)c(C)c1,10,-5,-1.1,1,0.9,-8,-6,0.0,-1.4
O=C(C1CCCO1)N(c1cccc(Cl)c1)C1C=CS(=O)(=O)C1 (centres undefined),13,-2,0.4,1,0.6,10,-21,1.4,1.4
CCCCN(Cc1ccccc1)S(=O)(=O)c1ccc2[nH]c(=O)oc2c1,-29,4,-2.2,4,-1.2,47,20,0.1,-1.5
CCOC(=O)c1c(C)nc2sc3c(=O)n(-c4ccc(C(C)=O)cc4)nnc3c2c1-c1ccc(Cl)cc1,-72,-4,0.5,4,-0.3,8,-12,0.3,-1.1
CCNc1ccc(C(=O)NN=C2CCCC2)cc1[N+](=O)[O-],-55,1,-1.0,6,-0.1,-17,-2,0.3,0.5
COc1ccccc1NC(=O)C1CC(=O)N(c2ccc(F)cc2)C1 (centres undefined),-27,-2,1.0,5,0.5,7,-25,0.1,1.3
COc1ccc(C(=O)OCC(=O)NC(=O)NC(C)C)cc1OC,23,2,1.8,0,-0.2,-15,-22,0.3,1.1
O=C(c1ccc(-c2ccccc2)cc1)N1CCN(c2ccccn2)CC1,12,0,0.3,4,0.5,-72,-7,0.3,0.0
C=CCn1c(SCc2ccc([N+](=O)[O-])cc2)nnc1C(C)NC(=O)c1ccccc1 (centres undefined),9,-4,0.3,3,0.5,-11,-6,0.4,0.2
Cc1[nH]n(-c2cccc([N+](=O)[O-])c2)c(=O)c1-c1ccccc1,-14,1,2.8,9,1.0,-1,-25,0.8,0.0
O=C(O)CCCCCN1C(=O)C(O)=C(C(=O)/C=C/c2ccccc2)C1c1ccc2c(c1)OCO2 (centres undefined),-18,-3,-1.0,-2,0.3,-4,-1,0.1,-1.3
O=C(COC(=O)[C@H](Cc1ccccc1)NC(=O)c1cccs1)NC1CC1,0,-2,0.2,4,0.4,18,-18,0.0,0.0
COc1ccc(OC)c(CNC(=O)Cc2c(C(=O)O)[nH]c3ccc(Cl)cc23)c1,-54,-3,3.0,4,0.5,20,0,0.4,0.4
O=C(/C=C/c1ccco1)NCC(=O)N/N=C/c1ccc(Cl)cc1,-16,-3,0.6,-3,0.2,-28,-30,1.4,0.3
NC(=O)COC(=O)c1c2c(nc3ccccc13)CCCCC2,0,1,0.8,4,0.8,-16,-1,1.4,0.6
C/C(=N\NC(=O)CN(c1ccccc1Br)S(C)(=O)=O)c1cccs1,-7,0,1.5,9,0.6,-15,2,-0.1,-1.2
O=C(c1cccs1)N1CCN(S(=O)(=O)N2CCCCC2)CC1,16,-4,-2.3,0,0.7,-2,7,0.4,0.3
COc1cc(/C=N/Nc2nc3ccccc3s2)ccc1O,16,-4,-1.1,6,-0.8,-22,4,-0.7,-3.3
CC(C)(C)NC(=O)C(c1ccccn1)N(C(=O)c1ccc2c(c1)OCCO2)C1CCCC1 (centres undefined),-7,0,0.7,7,0.8,13,-17,0.6,0.8
Cc1nc(-c2noc(-c3cccc(Cl)c3)n2)c(C(F)(F)F)o1,16,1,-0.8,-2,0.4,30,16,1.1,0.1
O=C(NCCCn1ccnc1)C(=O)NCC1OCCN1S(=O)(=O)c1ccccc1 (centres undefined),2,-2,-0.2,3,0.1,-16,-3,1.6,-1.0
Cc1ccccc1CC1(CO)CCCN(Cc2ccc(C#CC(C)(C)O)cc2)C1 (centres undefined),-8,0,1.1,6,0.8,-38,-1,-0.4,1.1
CCCc1cc(=O)[nH]c(SCC(N)=O)n1,x,1,1.8,0,0.0,x,4,0.5,-0.4
O=C(Nc1nc2ccccc2s1)C1=NN(c2ccccc2)C(=O)CC1,-23,1,0.5,2,0.7,11,-57,0.0,0.1
COc1cc(Br)c(Br)cc1N,-16,-1,-0.5,-1,0.2,-27,-7,0.6,0.0
CC(=O)Nc1ccc2cc3ccc(NC(C)=O)cc3nc2c1,-310,-1,-2.0,7,0.8,-33,-16,1.1,-0.4
Cc1ccc(N2CC(C(=O)NCCCn3ccnc3)CC2=O)cc1 (centres undefined),8,-5,1.1,-4,0.4,-9&-7,-3,1.1,-0.5
CC(C)(C)c1ccc(-c2csc(NNC3=NCCCCC3)n2)cc1,-9,3,-1.0,3,0.8,-31,7,-1.4,0.1
COc1cccc(C(c2c(O)nc(SC)n(C)c2=O)c2c(O)nc(SC)n(C)c2=O)c1,25,-1,-0.6,1,1.0,-31,-6,1.1,-0.1
CCN(CC)C(=O)c1ccc(-c2ccccc2)cc1,-1,-3,2.0,0,-0.1,13,-3,0.1,-0.2
COc1ccc(N2CC(C)Cn3c2nc2c3c(=O)n(CCN3CCOCC3)c(=O)n2C)cc1 (centres undefined),3,-4,0.3,6,0.0,-13,-7,-0.4,-0.7
CCC(=O)Nc1nnc(-c2cccs2)s1,-70,-1,1.2,1,1.1,3,4,0.0,1.0
Nc1cccn2c(-c3ccc(Cl)c(Cl)c3)cnc12,-52,3,0.2,6,-0.8,-78,-18,0.5,-1.9
Cc1ccc(C(=O)O/N=C/C2=C(Cl)c3ccccc3CC2)cc1,-16,0,-1.2,3,0.6,-9,-5,2.4,0.9
COc1ccc(/C=N/NC(=O)Nc2nonc2N)cc1,-13,-2,-0.6,0,0.3,-33,2,1.0,3.6
COc1ccc(C2c3ccsc3CCN2C(=O)C(C)(C)C)cc1 (centres undefined),-3,-1,-0.3,0,-1.0,35,1,-0.7,-1.5

# Quoted from the listing.
# For Ba/F3 V617F tox, COc1ccc(N2CC(C)Cn3c2nc2c3c(=O)n(CCN3CCOCC3)c(=O)n2C)cc1 (centres undefined) is listed with -4
# For Ba/F3 V617F tox, COc1ccc(/C=N/NC(=O)Nc2nonc2N)cc1 is listed with -2
# For TRPML3 agonist, CC(=O)Nc1ccc2cc3ccc(NC(C)=O)cc3nc2c1 is listed with 0.8
# For TRPML3 agonist, Nc1cccn2c(-c3ccc(Cl)c(Cl)c3)cnc12 is listed with -0.8
# For PERK inhibitor, Cc1ccc(N2CC(C(=O)NCCCn3ccnc3)CC2=O)cc1 (centres undefined) is listed with 1.1
# For Calpain2 inh, COc1ccc(C2c3ccsc3CCN2C(=O)C(C)(C)C)cc1 (centres undefined) is listed with -3
# For Calpain2 inh, COc1cccc(C(c2c(O)nc(SC)n(C)c2=O)c2c(O)nc(SC)n(C)c2=O)c1 is listed with 25

# Next part.
SMILES,Calpain2 inh,Ba/F3 V617F tox,S1P4 agonist,BaF3 tox,TRPML3 agonist,EP2 mod,S1P4 antag,PERK inhibitor,zfTRPN1 agonist
C=CCN1CCN(c2ccncc2S(=O)(=O)N2CCOCC2)CC1,14,-5,-1.2,-1,-0.2,13,-15,-0.1,-0.6
C=CCc1ccc2oc(C(=O)OCC)cc(=O)c2c1O,4,1,1.4,-5,0.0,-42,-8,2.1,-0.9
Cc1cc(N2CCN(c3cccc(C(F)(F)F)c3)CC2)n2nc(C)nc2n1,-43,3,-0.4,6,-0.1,6,-18,-0.5,0.7
CCOc1cccc(OCCOCCOc2ccccc2C(C)=O)c1,30,4,0.8,9,-0.3,3,-1,0.1,0.4
CCCCN(C(=O)c1ccc(Cl)c(S(=O)(=O)N2CCOCC2)c1)c1c(N)n(CCC)c(=O)[nH]c1=O,25,2,1.4,2,-0.5,8,-5,-0.5,1.4
Cc1ccc(NC(=O)C2CCCN2C(=O)Oc2ccccc2)cc1 (centres undefined),-1,1,14*,1,0.4,18,-10,0.2,-0.4
CCCn1c(N2CCN(Cc3ccc(Cl)cc3)CC2)nc2ccccc21,10,4,1.5,7,2.8,52,7,0.5,-2.7
CCCC(CCC(=O)Nc1ccc(C(=O)OCC)cc1)C(=O)O (centres undefined),-7,0,1.0,5,0.0,39,-5,0.4,0.3
COc1ccc(CCCc2n[nH]c(=S)o2)cc1C,-1,6,0.2,10,0.0,25,-10,-0.1,-1.3
Cc1cc(N/N=C/c2ccccc2[N+](=O)[O-])nc(-n2nc(C)cc2C)n1,-28,-1,-0.7,5,-0.5,-7,-7,-1.5,-0.4
Cn1cc(Br)c(C(=O)Nc2sc3c(c2C#N)CCC3)n1,-23,1,-0.5,0,3.1,-29,-1,0.0,-0.8
CCCc1[nH]n(-c2ccc([N+](=O)[O-])cc2)c(=O)c1C(C)=NCc1ccncc1,-81,-1,-0.3,3,1.3,-45,-3,0.0,2.4
O=C(NC1=C(Nc2ccc(Cl)cc2)C(=O)c2ccccc2C1=O)c1ccccc1,1,-2,-1.3,4,-0.1,13,-14,0.0,-0.3
CC1CCN(CC(C)OC(=O)c2ccc3c(c2)OCCO3)CC1 (centres undefined),-21,4,-0.5,1,0.7,10&-34,-11,-1.1,0.7
CC1CCCC(NC(=O)CCCn2c(=O)[nH]c3cc(Cl)ccc3c2=O)C1C (centres undefined),-13,-4,-4.0,5,1.5,19,1,0.0,-0.3
OCCSc1nc(-c2ccccc2)nc2ccc(F)cc12,22,4,-1.2,7,0.7,70*!,-3,-0.5,0.0
Cc1nn(C)cc1-c1cc(C(=O)O)c2ccccc2n1,-408,-2,1.1,3,1.1,-39,-19,0.8,-0.9
CCc1nnc(NC(=O)CSc2nnc(CNc3ccc(C)cc3)n2C)s1,-22,0,1.1,2,-0.1,23,-6,0.2,-0.2
CCN1CCN(C(=O)C(C)N(c2ccc(C)cc2)S(C)(=O)=O)CC1 (centres undefined),12,-1,-0.5,1,1.0,0,-17,1.4,-0.3
O=C(NC1=NCCS1)C1CC(=O)N(c2ccc(Cl)cc2)C1 (centres undefined),-14,1,0.9,5,1.0,3&-23,-9,0.0,1.6
COc1ccc(-c2noc(CCCOc3ccccc3)n2)cc1OC,16,-3,-0.5,-1,-0.6,0&-4,-18,0.5,-1.5
Cc1ccccc1C(=O)Nc1ccc(-c2nnc(SC(C)C(=O)O)n2C)cc1 (centres undefined),16,-2,0.2,0,1.0,3,-5,1.6,1.8
CCOc1ccc(Nc2ncnc(N)n2)cc1,0,0,0.9,1,0.9,-16,15,1.8,-0.4
CC1CCN(C(c2ccc(N(C)C)cc2)c2nnnn2Cc2ccccc2)CC1 (centres undefined),10,3,0.8,5,0.9,17,-4,-0.3,1.0

# Structures above printed as active in EP2 mod.
smiles | Calpain2 inh | S1P4 agonist | TRPML3 agonist | EP2 mod | S1P4 antag | PERK inhibitor
OCCSc1nc(-c2ccccc2)nc2ccc(F)cc12 | 22 | -1.2 | 0.7 | 70*! | -3 | -0.5

# Laid out differently: results already given.
# Every second line gives: Calpain2 inh | Ba/F3 V617F tox | S1P4 agonist | BaF3 tox | TRPML3 agonist | EP2 mod | S1P4 antag | PERK inhibitor | zfTRPN1 agonist
- Cc1nn(C)cc1-c1cc(C(=O)O)c2ccccc2n1
→ -408 | -2 | 1.1 | 3 | 1.1 | -39 | -19 | 0.8 | -0.9
- CCc1nnc(NC(=O)CSc2nnc(CNc3ccc(C)cc3)n2C)s1
→ -22 | 0 | 1.1 | 2 | -0.1 | 23 | -6 | 0.2 | -0.2
- CCN1CCN(C(=O)C(C)N(c2ccc(C)cc2)S(C)(=O)=O)CC1 (centres undefined)
→ 12 | -1 | -0.5 | 1 | 1.0 | 0 | -17 | 1.4 | -0.3
- O=C(NC1=NCCS1)C1CC(=O)N(c2ccc(Cl)cc2)C1 (centres undefined)
→ -14 | 1 | 0.9 | 5 | 1.0 | 3&-23 | -9 | 0.0 | 1.6
